Assay outcomes from PubChem.
T cell HTS: modulates CD8 T cell binding to vesicles. hit rate 0.068% among 330,000. 2C CD8+ T cell-vesicle binding, flow cytometry; active compounds read low. AID 2052. calls only at 7 µM;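 active = response, share of CD8 T cells binding vesicles, and their 90th percentile fluorescence all below set limits, cut at about 80% in these data, passing the limit was not always enough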
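Also added: QL9-peptide-loaded Drosophila micro-vesicles bearing Ld, ICAM-1 and B7-1; Test system: purified 2C TCR transgenic mouse naive CD8+ T cells; Measured by: cytometric PE anti-B7-1 and Alexa647 anti-CD8 signals after 1% paraformaldehyde fixation; Timing: binding step 1.5 h, 37 °C, antibody labelling 20 min, ice.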
WT yeast gro inh: growth inhibition of WT yeast, mitochondrial fusion screen | AID 1362 | mitochondrial fusion phenotypic screen, WT strain | inhibition, % at 10 µM | hit rate 2.1% among 190,000; in the data active = inhibition above about 58%; tested in S. cerevisiae
M1AAP inhibition: malaria alanyl aminopeptidase activity blockers – biochemical, fluorogenic H-Leu-NHMec substrate, 1536-well (AID 1445) | inhibition, % at 30 µM, or IC50 in µM where a hit was titrated | recombinant M1AAP, H-Leu-NHMec fluorogenic kinetic assay; higher % means a stronger effect | hit rate 0.42% among 220,000;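 active = primary inhibition above the hit cutoff, then over 50% inhibition at one or more dose response concentrations, cut at about 23% in these data, passing the limit was not always enough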;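 note: plate controls were DMSO full reaction for no effect and no enzyme background for full effect; strong numbers were not always called active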
M17LAP inhibition: P. falciparum M17LAP inhibitors, primary screen, biochemical, fluorogenic H-Leu-NHMec substrate, 1536-well (AID 1619); recombinant M17LAP, H-Leu-NHMec fluorogenic kinetic assay; higher % means a stronger effect; one-dose inhibition, % at 30 µM; IC50 in µM for titrated hits; hit rate 0.38% among 220,000;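 active = compound inhibiting the enzyme by more than half at any dose during confirmatory dose-response retesting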;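 note: plate controls were full reaction with DMSO carrier for no effect and no enzyme background for full effect; strong numbers were not always called active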
b-catenin transl: modulators of beta-catenin nuclear translocation | HeLa beta-catenin nuclear translocation, immunofluorescence imaging | nuclear translocation activity, % at 5 µM | hit rate 0.3% among 190,000 | AID 1665;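 active = nuclear translocation activity above 50% at 5 µM, with a well cell count of 50 or more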;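 note: per-cell ratio of nuclear to cytoplasmic median beta-catenin stain intensity; plate controls were DMSO negative control for no effect and GSK-3 inhibitor IX positive control for full effect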
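Read-out: Nuclear/cytoplasmic beta-catenin signal ratio, % activation | Assay system: Human HeLa cell line | Times: 24 h compound exposure at 37°C, 5% CO2 | Signal: Fluorescence imaging of beta-catenin antibody stain plus DAPI | Dosing: 5 µM primary, 0.02–20 µM confirmation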
Dynein cargo inh: blocks dynein driven cargo transport along microtubules | hit rate 0.47% among 220,000 | z-score, hits read low | 3617.4 mouse cells, GR-EGFP nuclear translocation imaging; test concentration mostly 20 µM; stimulated with dexamethasone, 1 µM; active compounds read low;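 active = plate z-score of nuclear minus cytoplasmic receptor signal below a set negative limit, without overly bright fluorescence or cell loss, cut at about -3.5 in these data, passing the limit was not always enough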;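 note: z-score of nuclear minus cytoplasmic ring GR-EGFP intensity difference per well; some compounds called inactive have numbers as strong as hits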
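medium = tetracycline-free induction medium containing charcoal-stripped FBS | probe or stimulus = dexamethasone, 1.0 µM final | timing = 48 h induction, then 1 h compound, then 30 min agonist, 37 °C | detection = automated 10x imaging of fixed Hoechst-stained cells | read-out basis = nuclear versus cytoplasmic GR-EGFP signal, averaged per well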
Yfh1-depleted yeast: enhancers of respiration in Yfh1-depleted yeast, dose response, Friedreich's ataxia, plus single-dose screen (AID 1465) | S. cerevisiae Yfh1-off respiration, WST-1 reduction, 72 h; higher fold induction means a stronger effect | fold induction at 50 µM, or EC50 in µM where a hit was titrated | hit rate 0.074% among 220,000;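 active = fold induction of absorbance versus untreated yeast above a set limit, then at least 30% activation at any dose in follow-up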;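 note: activators that raise dye reduction in frataxin-depleted yeast; strong numbers were not always called active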
Autophagy HCS: autophagy modulation, high-content screen | hit rate 0.98% among 190,000 | calls only at 10 µM (by protocol) | MEF GFP-LC3 puncta imaging; test concentration mostly 10 µM;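 active = percentage of spot-positive cells more than 3 SD above its plate mean, without a fluorescence outlier flag or 80% toxicity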;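 note: spot-positive cell cutoff set from DMSO-treated cells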
MT stabilize HCS: microtubule stabilization, imaging screen; % tubulin-high responders, % at 10 µM; HeLa tubulin immunostaining HCS, 24 h; share of cells brighter than vehicle mean+2SD; hit rate 0.83% among 200,000;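 active = plate Z-score above 3 for both tubulin-high and condensed-nucleus cell shares, with cell loss under 80%, at 10 µM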;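 note: anti alpha tubulin signal scored within the nucleus-defined area of each cell; some results filed as inactive read as strong as hits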
WT yeast gro inh mutant strain: also measured in WT yeast gro inh; calls as there; inhibition, %; mitochondrial fusion phenotypic screen, mutant strain inhibition
Dynein cargo inh cytoplasmic EGFP: also measured in Dynein cargo inh; calls as there; z-score; measured here: cytoplasmic GR-EGFP intensity; active compounds read high
Dynein cargo inh nuclear GR-EGFP: second read-out of Dynein cargo inh, no call of its own (marks repeat the call); z-score; measured here: nuclear GR-EGFP intensity;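 lower value marks the stronger effect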
Dynein cargo inh cell count: second read-out of Dynein cargo inh, no call of its own (marks repeat the call); z-score; measured here: cell count per field
b-catenin transl cell count 5 µM: second read-out of b-catenin transl, no call of its own (marks repeat the call); cell count; measured here: cell count, cytotoxicity flag
T cell HTS vesicle-bound %: also measured in T cell HTS; calls as there; double positive events, %; measured here: CD8+ vesicle-bound cell fraction;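 binding gate set so that unloaded-vesicle control wells show 10% double positive cells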
MT stabilize HCS Hoechst-high %: second read-out of MT stabilize HCS, no call of its own (marks repeat the call); % Hoechst-high responders; measured here: nuclear condensation Hoechst responders;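 share of cells brighter than vehicle mean plus two SD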
MT stabilize HCS cytotoxicity %: further read-out of MT stabilize HCS, marked with its call; toxicity, %; measured here: cytotoxicity by cell density;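 0% = mean cell density of plate MIN control wells and 100% = no cells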
Autophagy HCS cell loss 18 h: second read-out of Autophagy HCS, no call of its own (marks repeat the call); toxicity, %; measured here: cell loss, nuclei count;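 cell loss after 18 h compound exposure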
* hit, by the source's call; i = inactive; / = not tested or not shown; + = active, no number.

SMILES | T cell HTS | T cell HTS vesicle-bound % | WT yeast gro inh | WT yeast gro inh mutant strain | M1AAP inhibition | M17LAP inhibition | b-catenin transl | b-catenin transl cell count 5 µM | Dynein cargo inh | Dynein cargo inh cytoplasmic EGFP | Dynein cargo inh nuclear GR-EGFP | Dynein cargo inh cell count | Yfh1-depleted yeast | Autophagy HCS | Autophagy HCS cell loss 18 h | MT stabilize HCS | MT stabilize HCS Hoechst-high % | MT stabilize HCS cytotoxicity %
CC(=O)Nc1nc(C)c(Oc2ccccc2)c(=O)[nH]1 | i | 28.9 | 14.7 | 4.9 | 2.4% | -1.9% | -7.3 | 1212 | 0.00688 | -0.216 | -0.19 | 0.059 | i | i | 2.4 | 1.4 | 1.7 | 9.4
COc1cc(C(=O)N2CCN(C(=O)c3ccco3)CC2)cc(OC)c1OC | i | 56.7 | 6.4 | -1.1 | -10.1% | 1.8% | -4.4 | 1183 | -0.44 | -0.275 | 0.0561 | 0.674 | i | i | 3.4 | 1.2 | 1.1 | 3.9
Cc1c(NC(=O)c2ccco2)cccc1-c1nc2cccnc2s1 | i | 10.3 | -1.1 | 4.6 | 7.9% | 0.3% | 0.3 | 1035 | -0.278 | -0.245 | 0.033 | 0.707 | i | i | -3.3 | 1.5 | 3.8 | 8.2
COc1ccc(N2C(=O)c3ccccc3C2=O)cc1 | i | 30.6 | -3.7 | 6.8 | 6.1% | -8.0% | 0.0 | 1555 | -0.411 | -0.286 | -0.304 | 0.404 | i | i | -1.6 | 1.1 | 1.5 | 5.7
Nc1nc2nc(-c3cccs3)cc(C(F)(F)F)n2n1 | i | 48.2 | -1.4 | 12.3 | 61.4µM* | -116.6% | -0.2 | 1514 | -0.0861 | -0.347 | 0.261 | 0.278 | i | i | -1.3 | 2.8 | 2.3 | 5.8
Cn1c(=O)c2c(ncn2CC(O)CNc2ccc(Cl)cc2)n(C)c1=O (stereo unspecified) | i | 38.1 | 3.9 | 2.6 | 1.3% | -4.2% | -1.1 | 1242 | -0.357 | -0.0136 | 0.12 | 0.441 | i | i | 2.2 | 1.8 | 1.1 | 7.4
Cc1oc(-c2cc(F)ccc2F)nc1CN(C)Cc1ccc2nccnc2c1 | i | 15.7 | -16.8 | 12.1 | 3.4% | 32.7% | -0.3 | 1086 | -0.597 | -0.247 | -0.149 | -0.0334 | i | i | 1.0 | 4.0 | 1.6 | 3.9
Cn1cccc1C1NC(=O)c2c(sc3c2CCC(C(C)(C)C)C3)N1 (stereo unspecified) | i | 34.5 | 13.4 | 19.9 | -6.4% | 11.0% | 0.1 | 1033 | -0.655 | -0.0258 | 0.346 | 0.858 | i | i | 7.9 | 2.7 | 3.0 | 13.5
COc1cc(-c2cc(C(=O)Nc3ccc(S(=O)(=O)NCc4ccco4)cc3)c3ccccc3n2)cc(OC)c1OC | i | 50.7 | -22.7 | 5.1 | 12.6% | 10.2% | / | / | -0.621 | -0.301 | -0.63 | 0.664 | i | + | 53.3* | 2.5 | 3.5 | 3.7
COCCCn1c(-c2ccc(Cl)cc2)n[nH]c1=S | i | 37.9 | 5.7 | 17.3 | 4.8% | 5.3% | / | / | -0.59 | -0.0379 | -0.0413 | 0.0422 | i | i | -6.5 | 0.9 | 0.8 | 4.2
O=C(CCC(=O)N1CCc2ccccc2C1)N1CCN(S(=O)(=O)c2ccccc2)CC1 | i | 49.9 | -0.7 | -11.2 | 9.0% | -4.2% | -0.3 | 589 | 0.725 | -0.217 | 0.229 | -0.0986 | i | i | 1.9 | 4.0 | 2.8 | 5.6
Cc1ccc(NC(=O)CSC2=C(C#N)C(c3ccc4c(c3)OCO4)C3=C(CCCC3=O)N2)c(C)c1 (stereo unspecified) | i | 40.5 | 9.8 | 5.3 | 9.1% | 6.3% | -6.8 | 908 | 0.0136 | -0.197 | 0.177 | 0.0315 | i | i | -18.8 | 3.7 | 2.6 | 10.9

2 compounds from above with just b-catenin transl cell count 5 µM and Dynein cargo inh cell count.
structure | b-catenin transl cell count 5 µM | Dynein cargo inh cell count
Cc1oc(-c2cc(F)ccc2F)nc1CN(C)Cc1ccc2nccnc2c1 | 1086 | -0.0334
Cn1cccc1C1NC(=O)c2c(sc3c2CCC(C(C)(C)C)C3)N1 (stereo unspecified) | 1033 | 0.858

Other structures follow:
SMILES | T cell HTS | T cell HTS vesicle-bound % | WT yeast gro inh | WT yeast gro inh mutant strain | M1AAP inhibition | M17LAP inhibition | b-catenin transl | b-catenin transl cell count 5 µM | Dynein cargo inh | Dynein cargo inh cytoplasmic EGFP | Dynein cargo inh nuclear GR-EGFP | Dynein cargo inh cell count | Yfh1-depleted yeast | Autophagy HCS | Autophagy HCS cell loss 18 h | MT stabilize HCS | MT stabilize HCS Hoechst-high % | MT stabilize HCS cytotoxicity %
CCOC(=O)N1CCC(Nc2nc3ccccc3nc2NS(=O)(=O)c2ccc(Cl)cc2)CC1 | i | 44.0 | 44.6 | -5.3 | 4.2% | 25.2% | / | / | 0.327 | -0.258 | 0.026 | 1.49 | i | i | 9.2 | 2.1 | 2.1 | 8.3
O=C(N/N=C/c1ccc2c(c1)OCO2)c1sc2cc(Cl)ccc2c1Cl | i | 50.0 | -14.7 | -2.4 | 1.7% | 0.6% | -0.7 | 944 | -0.471 | -0.249 | -0.49 | 0.0271 | i | i | -10.8 | 19.0* | 43.1* | 28.2*
COCCCNC(=O)/C=C/c1ccc(Cl)cc1Cl | i | 48.1 | 2.2 | 4.8 | -3.1% | 2.4% | -1.8 | 1282 | -0.0507 | -0.149 | -0.0362 | 0.313 | i | i | -2.5 | 1.6 | 1.1 | 6.5
Cc1nnc(NC(=O)CSc2nnc(Cc3ccccc3)n2Cc2ccccc2)s1 | i | 48.8 | 11.1 | 14.9 | -1.4% | 14.2% | -1.5 | 1016 | -0.172 | 0.0781 | 0.141 | -0.262 | i | i | 1.9 | 2.1 | 2.0 | 4.8
COC(c1ccccc1)c1nnc(CCC(=O)N(C)CCOc2ccccc2)o1 (stereo unspecified) | i | 54.9 | 25.3 | 8.8 | 1.8% | 83.4% | 0.6 | 1514 | 1.21 | -0.151 | -0.14 | 0.15 | i | i | -9.9 | 3.6 | 0.4 | 3.8
CCOC(=O)C(NCc1ccc(F)cc1)(NC(=O)c1ccccc1)C(F)(F)F (stereo unspecified) | i | 40.1 | -1.5 | -6.7 | -0.2% | -4.3% | 0.5 | 1019 | 0.185 | -0.199 | 0.671 | -1.88 | i | i | 3.6 | 3.8 | 1.9 | 5.8
CN(Cc1ccccn1)Cc1nc(COc2ccccc2)no1 | i | 26.6 | -6.5 | -14.8 | / | / | 0.2 | 992 | -0.759 | -0.301 | -0.149 | 0.751 | i | i | -17.1 | 2.3 | 1.5 | 2.8
CC(C)C(=O)Nc1cccc(C(=O)Nc2nncs2)c1 | i | 7.9 | 10.5 | 17.1 | 0.1% | 12.0% | -7.7 | 978 | -0.932 | -0.327 | -0.248 | 0.617 | i | i | 15.9 | 3.9 | 3.3 | 5.7
C#CCOCCOCCOCCNc1nc(N2CCN(C(=O)[C@H](Cc3ccc(O)cc3)n3cc([C@@H](N)C(C)CC)nn3)CC2)nc(N2CCN(C(=O)[C@H](Cc3cc4ccccc4[nH]3)n3cc([C@@H](N)CC(C)C)nn3)CC2)n1 (stereo partly specified) | i | 56.6 | -20.7 | -22.1 | 15.8% | 0.5% | 0.3 | 1116 | 1.65 | -0.199 | 1.15 | -1.12 | i | i | 3.5 | 1.7 | 1.6 | 4.9
COc1cccc(C2C(C(C)=O)=C(O)C(=O)N2CCNCCO)c1 (stereo unspecified) | i | 29.9 | -21.6 | -15.0 | 17.9% | 10.0% | -0.5 | 1558 | -1.03 | -0.225 | -0.74 | 0.558 | i | i | -10.4 | 1.9 | 2.2 | 5.4
CCn1c2ccccc2c2nnc(SCC(=O)c3ccccc3)nc21 | i | 52.6 | 18.8 | 6.4 | -5.4% | -7.7% | / | / | -0.0683 | -0.245 | -0.145 | 0.619 | i | i | -9.4 | 3.4 | 2.3 | 5.3
CCN(CC)S(=O)(=O)c1cccc(-c2cn3cccnc3n2)c1 | i | 27.4 | / | / | 4.0% | -5.8% | 0.0 | 1135 | -1.24 | -0.265 | -0.63 | 0.587 | i | / | / | / | / | /
